KOR beta-arrestin-1 = kappa opioid receptor activators – cell-based, luminescence, uHTS, primary screen (AID 1777) | KOR beta-arrestin recruitment, luminescence; higher % means a stronger effect | activation, % at 10 µM; hits with a dose series show EC50 in µM | 0.02% of 280,000 active; in the data active = activation above about 50%, passing the limit was not always enough; also: a part of the inactive calls stands beside numbers as strong as those of hits
KOR beta-arrestin-2 = kappa opioid receptor blockers – cell-based, luminescence, uHTS (AID 1778); KOR beta-arrestin recruitment, luminescence, antagonist mode; higher % means a stronger effect; one-dose inhibition, % at 10 µM; IC50 in µM for titrated hits; 0.091% of 290,000 active; also: strong numbers were not always called active
NOD1 inhibition = NOD1 signaling inhibitors, primary screen, cell-based, luminescence, uHTS (AID 1578) | 1% of 290,000 active | inhibition, % at 4 µM; hits with a dose series show EC50 in µM | NOD1-driven NF-kB luciferase reporter cells, luminescence; higher % means a stronger effect; in the data active = inhibition mostly above about 36%, no sharp cut-off; inactive = mostly below about 34%;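 also: HEK-293T reporter cells stimulated with the NOD1 agonist gamma-tri-DAP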
Salmonella PhoP GFP = PhoP-dependent GFP reporter repression – Salmonella Typhimurium, primary screen (AID 1863); inhibition, % at 50 µM, or IC50 in µM where a hit was titrated; S. Typhimurium PhoP-regulated promoter GFP reporter, 4 h; higher % means a stronger effect; 0.16% of 300,000 active;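 active = inhibition over 29.93%, a cutoff 3 SD above the screen mean, later confirmed by dose response; inconclusive = inhibition over 29.93% but no dose response follow-up; inactive = inhibition at most 29.93% or unconfirmed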;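 also: 0% = low Mg2+ inducing control and 100% = high Mg2+ repressing control; strong numbers were not always called active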
LYP phosphatase = PTPN22 lymphoid phosphatase activity blockers – biochemical, fluorescence intensity, uHTS (AID 1779). inhibition, % at 11.5 µM; hits with a dose series show IC50 in µM. recombinant LYP phosphatase, fluorescence intensity; higher % means a stronger effect. 0.054% of 290,000 active;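 also: plate controls were vehicle with enzyme for no effect and no enzyme for full effect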
Myeloid diff MLP = myeloid differentiation induction | calls only at 10 µM | ER-HoxA9 myeloid progenitors, lysozyme-GFP differentiation, flow cytometry | 1% of 360,000 active | AID 624256;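 active = normalized GFP-positive differentiation at or above the plate's own cutoff, the solvent-only control mean plus 3 SD; inconclusive = no clear call, values can overlap the other calls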;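 also: cells exposed to compound for four days before flow analysis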
HIV peptide binding = cell-free HIV fusion peptide-binding blockers – biochemical, uHTS, fluorescence dequenching, primary screen (AID 1986). cell-free peptide binding, fluorescence dequenching, 30 min; higher % means a stronger effect. 0.3% of 290,000 active. inhibition, % at 20 µM, or IC50 in µM where a hit was titrated; in the data active = inhibition mostly above about 52%, no sharp cut-off; inactive = mostly below about 76%; also: some results filed as inactive read as strong as hits
SIAH1 antagonists = blockers of Siah-1 interaction with plectin peptide – biochemical, fluorescence polarization, rhodamine-plectin, uHTS, primary screen (AID 1817). Siah-1 / rhodamine-plectin peptide fluorescence polarization; higher % means a stronger effect. displacement, % at 20 µM, or IC50 in µM where a hit was titrated. 0.02% of 290,000 active;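 active = displacement of at least 50% at 20 µM, with a fluorescence ratio check between 0.3 and a set limit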;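 also: plate controls were Siah plus tracer with DMSO for no effect and tracer alone without Siah for full effect; strong numbers were not always called active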
NOD2 inhibition = inhibition of NOD2-driven NF-kB reporter – cell-based, luminescence, uHTS, HEK293 (AID 1566) | HEK293 NOD2/NF-kB luciferase reporter, luminescence; higher % means a stronger effect | inhibition, % at 4 µM; hits with a dose series show EC50 in µM | 0.63% of 290,000 active; also: many of its hits are not listed in these tables
Myeloid diff MLP GFP+ MAC1+ % = second read-out of Myeloid diff MLP, no call of its own (marks repeat the call); GFP+ MAC1+ double positive, %; measured here: differentiation confirmed by MAC1 staining
The depositor's hits bear a star; i = inactive; ? = inconclusive; . = not tested or not shown. Rule as the data show it, unless noted: active = inhibition above about 50%; inactive = the rest.

mol	KOR beta-arrestin-1	KOR beta-arrestin-2	NOD1 inhibition	Salmonella PhoP GFP	LYP phosphatase	Myeloid diff MLP	Myeloid diff MLP GFP+ MAC1+ %	HIV peptide binding	SIAH1 antagonists	NOD2 inhibition
Nc1c(C(=O)NC2CC2)sc2nc3c(c(-c4ccco4)c12)CC/C3=C/c1ccco1	1.0%	-28%	3%	-2%	43%	i	0.0	65%	64%	6%
CCOc1ccc(CCNC(=O)c2cc([N+](=O)[O-])ccc2N2CCOCC2)cc1OCC	-3.3%	1%	-4%	2%	-14%	i	0.4	0.9%	6%	5%
CCOc1ccc(N(CC(=O)NC(C)CC)S(=O)(=O)c2c(C)noc2C)cc1 (stereo not drawn)	11%	-10%	-9%	-2%	-5%	.	.	3.1%	7%	-8%
CN1C(=O)C(C)(C)c2cc(S(=O)(=O)N3CCN(c4ccc(F)cc4)CC3)ccc21	-3.9%	-11%	-10%	-7%	-10%	i	1.7	-1.5%	1%	-5%
Cc1cccc(NC(=O)CC(C)S(=O)(=O)c2ccc3c(c2)NC(=O)CO3)c1C (stereo not drawn)	6.3%	-5%	40%	8%	-2%	i	4.2	0.8%	-2%	5%
CN(C)c1ccc(C2N(c3ccc(Cl)cc3)C(=O)C3CCCN32)cc1 (stereo not drawn)	6.4%	-3%	-25%	7%	-1%	i	1.9	0.1%	-1%	-14%
Nc1cc(F)ccc1N1CCCCCC1	3.0%	-23%	-17%	1%	-4%	i	0.2	-0.7%	-2%	-3%
N#Cc1c(-c2ccc3c(c2)OCO3)csc1N	0.7%	4%	.	5%	-1%	i	0.0	3.3%	-3%	-3%
CCO[C@H]1OC(C(=O)O)=C[C@@H](C2CC2)[C@@H]1CCCO	1.2%	-16%	-3%	-7%	-3%	.	.	2.7%	-1%	7%
CCOC(=O)c1sc(NC(=O)Cn2nnc3sc4c(c3c2=O)CCC(C(C)(C)C)C4)nc1C (stereo not drawn)	-1.3%	1%	-8%	9%	21%	i	1.8	10%	5%	6%
Cc1cccc(-n2nnnc2SCC(=O)Nc2cccc(S(N)(=O)=O)c2)c1	1.3%	-43%	16%	-7%	-8%	i	0.5	-0.5%	-8%	6%
COc1cc2oc3ccccc3c2cc1N(CC(=O)N(C)C)S(=O)(=O)c1ccccc1	4.6%	-37%	-17%	5%	6%	i	0.6	1.0%	-1%	5%
CCCC(C(=O)NCc1ccco1)N(Cc1ccco1)C(=O)CNS(=O)(=O)c1ccccc1 (stereo not drawn)	2.5%	-28%	-22%	3%	-11%	i	0.4	1.3%	10%	-20%
COc1cc(NC(=O)NCC2CCN(Cc3ccc(C)cc3)CC2)cc(OC)c1OC	-5.0%	16%	-3%	4%	-8%	i	0.5	-1.6%	2%	5%
O=C(COC(=O)CSc1ccc2ccccc2c1)NCc1ccc2c(c1)OCO2	6.9%	32%	-26%	-5%	2%	i	0.6	-0.7%	8%	0%
C[N+](C)(C)CCNC(=O)c1c(O)c2c([nH]c1=O)CCCC2	-0.8%	-1%	-18%	-6%	0%	i	0.1	-0.7%	12%	4%
COc1cccc(CNC(=O)C2CCN(S(=O)(=O)N3CCC4(CC3)OCCO4)CC2)c1	0.0%	35%	-13%	-8%	-6%	i	0.3	0.9%	2%	6%
COC(=O)/C=C1/S/C(=N/N=C/c2ccco2)NC1=O	4.1%	-13%	2%	-8%	2%	i	1.2	1.8%	-1%	7%
O=C1Nc2cccnc2N(C(=O)CCl)c2ccccc21	1.9%	10%	50%*	13%	-6%	i	0.6	-0.7%	-4%	-22%
O=C1Nc2ccccc2N2CCCC12 (stereo not drawn)	1.1%	4%	-38%	-16%	-10%	.	.	-0.4%	17%	0%
CS(=O)(=O)N1CCC(Oc2ccccc2C(=O)NCCCc2cccnc2)CC1	-3.4%	-12%	-29%	12%	-2%	i	0.5	-1.4%	1%	3%
CCOc1ccc(Cc2noc3c2C(=O)CCC3)cc1OCC	-3.7%	-13%	-27%	14%	-5%	i	0.4	-1.1%	0%	10%
O=C(Cn1cnc2sc(-c3ccccc3)cc2c1=O)NCc1ccccc1	4.6%	-59%	-20%	9%	-5%	i	3.2	-0.9%	7%	-51%
COc1ccc(OCc2nnc(SCC(N)=O)n2N)cc1	-4.1%	-52%	6%	7%	-11%	i	1.1	-0.3%	2%	11%
COc1ccc(/C=C/C(=O)NCC(=O)N/N=C(/C)c2ccco2)cc1	0.8%	-19%	-16%	-5%	-5%	i	0.6	-0.6%	6%	-3%
Cc1ccc(CNC(=O)N2CCN(C)CC2)cc1	1.7%	-49%	36%	-10%	-6%	i	0.4	1.2%	-7%	-14%
Cc1oc(-c2ccccc2)cc1C(=O)Nc1ccc(N(C)C)cc1	-2.9%	-14%	.	-2%	-3%	i	0.9	5.3%	1%	18%
CCN(CC)CCCNC(=S)N(CCO)Cc1cc2cc3c(cc2[nH]c1=O)OCCO3	3.2%	-12%	-8%	-4%	-4%	i	0.3	-0.5%	-2%	-15%
COc1ccc(N(C(=O)CNC(=O)c2ccco2)C(C(=O)NC2CCCCC2)c2cccnc2)cc1 (stereo not drawn)	-0.9%	11%	-40%	-7%	-2%	i	1.7	2.1%	0%	2%
CNC(=O)C(C#N)(Cc1cc(C(C)=O)ccc1OC)Cc1cc(C(C)=O)ccc1OC	-0.3%	-4%	0%	4%	-6%	?	.	-0.9%	-1%	15%
COCc1nc2sc(C)c(C)c2c(=O)[nH]1	-2.1%	26%	-24%	12%	-8%	i	1.1	-0.2%	2%	2%
COc1ccc(N(C(=O)CNC(=O)c2ccco2)C(C(=O)NC2CCCC2)c2cccnc2)cc1 (stereo not drawn)	4.5%	-26%	38%	8%	-4%	i	0.7	-0.5%	-5%	-8%
Cc1ccc(S(=O)(=O)N(CC(=O)N2CCN(c3ccccc3F)CC2)C2CCCCC2)cc1	2.6%	-35%	-6%	-6%	6%	i	0.9	3.8%	-2%	-9%
O=[N+]([O-])c1c(-c2cn[nH]c2)n[nH]c1-c1cn[nH]c1	-1.7%	25%	0%	-6%	0%	i	0.4	-1.6%	4%	-9%
CCOc1ccc(N2C(=O)CC(Sc3nc(C)cc(C)c3C#N)C2=O)cc1 (stereo not drawn)	3.0%	22%	4%	-3%	2%	i	2.8	-1.7%	-5%	-15%
Cc1cc(OCc2cc(C(=O)N3CCC(Oc4cccnc4)CC3)no2)cc(C)c1Cl	1.5%	-5%	-6%	1%	-12%	i	0.5	-0.4%	6%	15%
COc1ccc(Cn2c(-c3ccco3)nc3c(c(=O)c4ccccc4n3C)c2=O)cc1	1.2%	1%	12%	2%	9%	i	0.5	-5.1%	16%	18%
Cc1ccnc(NC(=O)c2cccc(OC(F)F)c2)n1	-2.5%	-12%	-52%	2%	-3%	i	0.5	0.9%	13%	-8%
O=C(NCc1ccco1)c1ccc(F)c(S(=O)(=O)N2CCCCC2)c1	4.4%	-26%	-14%	4%	1%	i	0.1	-2.3%	-3%	14%
CCC1=NN(C(=O)CCc2ccccc2O)C(O)(C(F)(F)F)C1 (stereo not drawn)	1.0%	16%	-11%	6%	-4%	i	0.5	1.9%	7%	-11%
Cc1nc(CS(=O)c2ccc(Cl)cc2)cc(NCc2ccc(Cl)cc2Cl)n1 (stereo not drawn)	3.6%	16%	1%	29%	-6%	i	1.0	1.2%	-2%	14%
O=C(O)C1CC=CCC1C(=O)Nc1ccc2c(c1)CCC2 (stereo not drawn)	1.3%	4%	-35%	-9%	-7%	i	0.3	0.6%	4%	1%
CCCCCCc1cc2cc(C(=O)NC)c(=N)oc2cc1O	4.2%	-41%	24%	-7%	-3%	i	0.8	44%	4%	23%
CC(C)c1ccc(NC2CCCN(C(=O)CC3CCCC3)C2)cc1 (stereo not drawn)	5.4%	-28%	28%	2%	-1%	i	1.1	-1.2%	-8%	20%
CCN(C(=O)c1ccc(S(=O)(=O)N(C)C)cc1)C(C)C(=O)Nc1ccc(C)cc1 (stereo not drawn)	-8.6%	2%	1%	11%	-6%	i	1.6	-0.7%	-9%	32%
CCN(CC)S(=O)(=O)c1ccc(C(=O)/C=C/c2ccc(-c3ccc([N+](=O)[O-])cc3)o2)cc1	-2.3%	38%	-3%	0%	8%	i	0.5	73%*	0%	-15%
Cc1nn(C)cc1/C=C1\SC(=S)NC1=O	1.3%	-46%	-1%	-10%	-9%	i	0.9	0.0%	-7%	-22%
Cc1ccc(CSC2=NCCN2S(=O)(=O)c2ccccc2)cc1	-1.0%	-11%	-6%	-6%	-5%	i	0.1	-2.2%	-3%	7%
COc1ccc(/C=N/NC(=O)c2cc(-c3ccc(C)cc3C)nc3ccccc23)cc1COC(C)=O	0.4%	22%	8%	6%	-1%	i	1.4	-1.5%	-4%	-7%
CSCC[C@@H](C(=O)O)N1Cc2ccccc2C1=O	4.6%	-48%	-2%	3%	-12%	i	2.8	-0.6%	5%	2%
Cc1occc1-c1nnc(SCC(=O)Nc2ccccc2)n1Cc1ccccc1	-1.0%	28%	14%	2%	-2%	i	7.1	1.0%	1%	12%
O=C(/C=C/C(=O)N1CCc2ccccc2C1)N1CCc2ccccc2C1	7.6%	8%	-8%	2%	-3%	i	0.4	3.2%	2%	11%
Cc1cc2c(cc1C)-c1c(ssc1=Nc1ccc(S(N)(=O)=O)cc1)C(C)(C)N2	-3.9%	27%	-20%	-2%	2%	i	0.2	-0.8%	6%	19%
COc1ccc(C(=O)C2CCN(S(=O)(=O)c3ccc4c(c3)OCCO4)CC2)cc1	6.1%	-26%	-10%	-7%	9%	i	3.1	0.9%	2%	-22%
Cc1cc([N+](=O)[O-])nn1Cc1ccc(C(=O)N/N=C/c2ccc(O)cc2O)cc1	-1.1%	6%	-34%	24%	-4%	i	2.4	3.2%	-8%	-34%
Cc1ccc(NS(=O)(=O)c2ccc(-n3cccn3)cc2)c(C)c1	-5.8%	32%	.	-3%	-9%	i	2.8	1.4%	12%	.
Cc1nn(-c2ccc(N3CCOCC3)nn2)c(C)c1CCC(=O)NCc1ccc(F)cc1	3.3%	-12%	9%	-4%	-11%	i	1.1	-0.9%	-2%	-8%

NOD1 inhibition, entries above that show a hit
| canonical_smiles | KOR beta-arrestin-1 | KOR beta-arrestin-2 | NOD1 inhibition | Salmonella PhoP GFP | LYP phosphatase | Myeloid diff MLP GFP+ MAC1+ % | HIV peptide binding | SIAH1 antagonists | NOD2 inhibition |
| --- | --- | --- | --- | --- | --- | --- | --- | --- | --- |
| O=C1Nc2cccnc2N(C(=O)CCl)c2ccccc21 | 1.9% | 10% | 50%* | 13% | -6% | 0.6 | -0.7% | -4% | -22% |

Compound activity from PubChem.

Not all compounds are listed, so the mix of outcomes need not match the whole.
